# Source: PubChem BioAssay (Broad Institute)
# C2C12 statin: suppression of simvastatin myotoxicity; rescue of ATP level, % at 7.49 µM; actives 0.78% (n = 330,000); C2C12 myotubes + simvastatin, ATP luminescence, 48 h; scaled: DMSO 0, geranylgeraniol control 100; AID 602340;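 active = mean ATP rescue above about 67%, or every replicate alone reaching that limit, limit read from the data, passing the limit was not always enough; inconclusive = no clear call, values can overlap the other calls; inactive = mean under the limit and some replicate under it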;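 note: myotubes were challenged with 10 µM simvastatin during compound exposure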
# PglD inh: blocks C. jejuni PglD acetyltransferase activity | purified PglD enzyme, DTNB colorimetric CoA detection | inhibition, % at 12.5 µM | actives 0.098% (n = 360,000) | AID 602405; in the data active = inhibition above about 16%, passing the limit was not always enough; inconclusive = no clear call, values can overlap the other calls; note: strong numbers were not always called active
# An asterisk follows results filed as active; ? = inconclusive; . = no result given. A portion of the library; rates above refer to the full screens.
smiles,C2C12 statin,PglD inh
COc1cccc(-c2cc(C(=O)Nc3cc(C)nn3-c3ccccc3)no2)c1,-5,.
COC(=O)c1ccccc1NC(=O)NC1CCN(Cc2ccccc2)CC1,13,.
CS(=O)(=O)N(CC(=O)Nc1ccccc1C(=O)NCc1ccco1)c1ccc2c(c1)OCCO2,8,.
Brc1cc2c(cc1COc1ccc(-c3nn[nH]n3)cc1)OCO2,1,.
Cc1cc(C)nc(NS(=O)(=O)c2ccccc2)n1,-3,.
CC(=O)Nc1ccc(C)cc1NC(C)=O,6,.
CCOc1ccc(OCc2ccc(C(=O)O)o2)cc1,6,.
CC(=O)c1nc(N2C(=O)C3CC=C(C)CC3C2=O)sc1C (stereo unspecified),-5,.
O=C(O)COc1ccc(-c2nnn(Cc3ccccc3F)n2)cc1,-10,.
CCCn1c(SCC(=O)N2c3ccc(F)cc3CCC2C)nnc1-c1ccccn1 (stereo unspecified),5,.
CC(C)C(NC(=O)C1CCC(C(C)(C)C)CC1)C(=O)NCc1cccnc1 (stereo unspecified),0,.
O=C(c1cc(-c2ccncc2)nc2ccc(Cl)cc12)N1CCN(C(=O)C2CCCO2)CC1 (stereo unspecified),-2,.

# Taken from above.
# `COC(=O)c1ccccc1NC(=O)NC1CCN(Cc2ccccc2)CC1` in C2C12 statin is entered as 13
# `Cc1cc(C)nc(NS(=O)(=O)c2ccccc2)n1` in C2C12 statin is entered as -3
# `CCOc1ccc(OCc2ccc(C(=O)O)o2)cc1` in C2C12 statin is entered as 6

# Entries of single compounds from above. Order of screens: C2C12 statin	PglD inh
# COC(=O)c1ccccc1NC(=O)NC1CCN(Cc2ccccc2)CC1 across the screens: 13	.
# CCCn1c(SCC(=O)N2c3ccc(F)cc3CCC2C)nnc1-c1ccccn1 (stereo unspecified) across the screens: 5	.

# Returning to the listing; the 2 compounds before the break are reprinted first.
smiles,C2C12 statin,PglD inh
CC(C)C(NC(=O)C1CCC(C(C)(C)C)CC1)C(=O)NCc1cccnc1 (stereo unspecified),0,.
O=C(c1cc(-c2ccncc2)nc2ccc(Cl)cc12)N1CCN(C(=O)C2CCCO2)CC1 (stereo unspecified),-2,.
COc1ccc(-c2nnc(SCc3cccnc3)o2)cc1,48,.
CN1CCN(c2ccc([N+](=O)[O-])cc2NC(=O)c2ccccc2)CC1,-9,.
CCOC(=O)C1CCCN(C(=O)c2c(-c3ccccc3Cl)noc2C)C1 (stereo unspecified),10,.
Cc1cccc(N(CC(=O)NC2CCCC2)C(=O)CCCC(=O)Nc2ccccn2)c1,16,.
CCCc1nc2c(C)ccc(C)c2c(N)c1CC,-66,.
Nc1c(-c2ccccc2)cnn1-c1ccc(C(=O)O)cc1,3,.
CCC(C)(C)C1CCC2(CC1)NC(CO)(CO)CO2 (stereo unspecified),1,.
COc1ccc(-c2nnc3sc(C4CCCCC4)nn23)cc1OC,-2,.
Cn1c2ccc(F)cc2c2ncn(CCN3CCOCC3)c(=O)c21,1,.
Cc1ccc(-c2noc(CCC(=O)NCCN3CCN(Cc4ccccc4)CC3)n2)cc1,-7,.
COC(=O)CN(c1cc(OC)ccc1OC)S(=O)(=O)c1ccc(OC)c(OC)c1,-4,.
CCCNC(=O)[C@H](Cc1c[nH]c2ccccc12)NC(=O)c1ccccc1Cl,1,.

# Seven structures out of the list, sorted by molar mass, lowest first.
smiles,C2C12 statin,PglD inh
CCC(C)(C)C1CCC2(CC1)NC(CO)(CO)CO2 (stereo unspecified),1,.
Nc1c(-c2ccccc2)cnn1-c1ccc(C(=O)O)cc1,3,.
COc1ccc(-c2nnc(SCc3cccnc3)o2)cc1,48,.
COc1ccc(-c2nnc3sc(C4CCCCC4)nn23)cc1OC,-2,.
CCCNC(=O)[C@H](Cc1c[nH]c2ccccc12)NC(=O)c1ccccc1Cl,1,.
COC(=O)CN(c1cc(OC)ccc1OC)S(=O)(=O)c1ccc(OC)c(OC)c1,-4,.
Cc1ccc(-c2noc(CCC(=O)NCCN3CCN(Cc4ccccc4)CC3)n2)cc1,-7,.

# The list continues:
smiles,C2C12 statin,PglD inh
CC(CO)N1CCS(=O)(=O)CC1 (stereo unspecified),2,.
Cc1ccc(C(=O)N/N=C/c2ccc([N+](=O)[O-])s2)cc1,2,.
Fc1ccc2[nH]c3c(N4CCN(c5ccccc5)CC4)ncnc3c2c1,-31,.
Cc1nn(C(=O)C(C)N2C(=O)c3ccccc3C2=O)c(C)c1Br (stereo unspecified),-7,.
COc1ccc(-c2cc3ccccc3oc2=O)cc1NC(=O)c1ccc([N+](=O)[O-])o1,?,.
CCN(CC)c1ccc(C=N/C(C#N)=C(\N)C#N)cc1,4,.
O=C(CSc1nc2ccccc2o1)N1CCN(c2ccc(Cl)cc2)CC1,9,.
CN(C)c1ccc(P(=O)(OCc2ccccc2)C(O)c2ccncc2)cc1 (stereo unspecified),7,.
Cc1cc2c(nn1)CCC/C2=N\O,.,2
CCN1C(=O)N(CN2CCOCC2)C2C1N(CN1CCOCC1)C(=O)N2CC (stereo unspecified),.,3
Cc1ccc(CSc2nncn2-c2ccccn2)cc1,.,3
O=C(COC(=O)c1ccc2ccccc2c1)Nc1ncc(C(F)(F)F)cc1Cl,.,-1
O=C(NCc1ccccn1)c1cc(-n2cnnc2)ccc1Cl,.,-1
O=C(CCc1nc(-c2ccccc2)no1)Nc1cc(C(F)(F)F)ccc1Cl,.,0
CCNc1nc(OCCNC(C)=O)nc(N(C)C)n1,.,-3
CCCNC(=O)c1nc2ncc(Br)cn2n1,.,6
CCN(C(=O)COc1ncnc2scc(-c3ccc(F)cc3)c12)C1CCS(=O)(=O)C1 (stereo unspecified),.,-2
NC(=O)c1sc2nc3c(c(-c4cccs4)c2c1N)CCCCC3,.,4
CCOC(=O)C1=C(c2ccccc2)Nc2ncnn2C1c1cccc(OC)c1OC (stereo unspecified),.,7
COc1ccc(C)cc1NC(=O)CCCN1C(=S)NC(C)(C)CC1C (stereo unspecified),.,3
COc1cccc(CN(CC(=O)NC2CCCC2)C(=O)Cn2nnc(-c3cccs3)n2)c1,.,3
O=C(NCc1ccco1)c1ccccc1Nc1ccc(F)cc1,.,1
CC(/C=N/NC(=O)c1n[nH]c2c1CCC2)=C\c1ccccc1,.,-1
COC(=O)c1cc(NC(=O)CC2SCCNC2=O)cc(C(=O)OC)c1 (stereo unspecified),.,1

# Carrying on:
# Results follow in this order: C2C12 statin, PglD inh
> CCCc1nc2ccccc2c(=O)n1-c1c(C)n(C)n(-c2ccccc2)c1=O
→ ., -2
> CCCCCC(=O)NNC(=O)c1ccc(F)cc1
→ ., -3
> Cn1c(=O)c2c(nc(NCCCO)n2C/C=C/c2ccccc2)n(C)c1=O
→ ., -4
> CN(C)CCN(C(=O)c1ccccc1Cl)c1nc2c(Cl)cccc2s1
→ ., 4
> COC(=O)c1ccccc1NC(=O)N1CCCC1
→ ., 5
> CCN(CC)CCCNC(=O)CCc1ccccc1
→ ., 0
> O=C(OCC(=O)N1CCN(C(=O)c2ccco2)CC1)c1ccccc1O
→ ., -2
> Cc1ncc2c(c1OC(=O)c1ccccc1)COC(C)(C)OC2
→ ., 6
> O=C(NC(=S)Nc1cccc(NC(=O)c2ccc(Cl)cc2Cl)c1)c1cccs1
→ ., 4
> COCCN(CCOC)C(=O)c1sc2nc(-c3ccccc3)cn2c1C
→ ., -1
> Cc1[nH]c2ccc(Br)cc2c(=O)c1CN1CCCCC1
→ ., -2
> COc1ccc(NS(=O)(=O)c2cc([N+](=O)[O-])ccc2N/N=C\c2c(C)[nH]c3ccccc23)cc1
→ ., 2
> Cc1ccc(NC(=O)CN(C)S(=O)(=O)c2cccc3nsnc23)cc1C
→ ., 1
> CS(=O)(=O)N1CCN(c2ccccc2NC(=O)CSc2ccc(Cl)cc2)CC1
→ ., 0
> Cn1c(SCc2nc3ccccc3n2CCO)nc2ccccc21
→ ., -4
> CCc1ccc2[nH]c(=O)c(CN(Cc3ccc(F)cc3)C(c3nnnn3CCN3CCOCC3)C(C)C)cc2c1 (stereo unspecified)
→ ., -6
> CCN1CC=C2C(C#N)=C(N)C(C#N)(C#N)[C@H](c3ccoc3)[C@H]2C1
→ ., -1
> O=C1OCc2cc(NC(=O)C34CC5CC(CC(C5)C3)C4)ccc21
→ ., 0
> CCOC(=O)c1sc(N(C)C(C)=O)nc1C
→ ., -2
> CCOC(=O)C(=NC1CCCCC1)NNc1cccc(C(F)(F)F)c1
→ ., 1
> CCOC(=O)/C(=C\C=C\c1ccccc1)NC(=O)c1ccccc1
→ ., -3
> NC(=O)C1CCN(CC(=O)Nc2ccccn2)CC1
→ ., 0
> CC(Sc1nc(-c2ccccc2)cc(C(F)(F)F)n1)C(=O)N1CCOCC1 (stereo unspecified)
→ ., 1
> O=c1c2c3c(sc2nc2sc(C4CC4)nn12)CCCC3
→ ., -1
> Cn1c(CNC(=O)Nc2ccccc2)nnc1SCc1ccccc1
→ ., 5
> CC(C)(C)n1ncc2c(=O)n(Cc3c(F)cccc3Cl)cnc21
→ ., 2
> CCOC(=O)CNC(=O)CSc1nnc(Cn2cnc3ccccc32)n1C
→ ., -3
> CC1CC(C)CN(CC(=O)Nc2ccc(S(N)(=O)=O)cc2)C1 (stereo unspecified)
→ ., 4
> Cc1ccccc1C(=O)c1cccn1CC(=O)NCc1ccco1
→ ., -2
> COc1ccc(C)cc1-n1c(SCC(=O)Nc2cc(C)on2)nc2sc(C)c(C)c2c1=O
→ ., -2
> O=C(NCc1ccccc1)c1ccc2c(c1)C(=O)N(Cc1ccncc1)C2=O
→ ., -3
> COc1ccc(C2C(C#N)=C(N)Oc3c2c(-c2ccccc2)nn3-c2ccccc2)c(OC)c1OC (stereo unspecified)
→ ., 1
> COc1ccc2cc3cc(C(=O)NCCCN4CCOCC4)oc3nc2c1
→ ., -6
> C/C(CC(=O)Nc1ccc(Cl)c(C(F)(F)F)c1)=N\NC(=O)c1cc2ccccc2cc1O
→ ., -11
> CC(C)(C)c1cc(NC(=O)CSc2nnc(N)s2)n(-c2ccccc2)n1
→ ., -7
> O=C(NCC1CCCO1)C1CCN(CC2CCCCC2)CC1 (stereo unspecified)
→ ., -1
> Cc1cc(C)c2oc(-c3ccc(C)c(NC(=S)NC(=O)/C=C/c4ccco4)c3)nc2c1
→ ., 0
> COc1cc(/C=N\NC(=O)CNC(=O)C2COc3ccccc3O2)ccc1O (stereo unspecified)
→ ., -1
> COC(=O)c1c(NC(=O)C2SC(=NC3CCCCC3)C(C(N)=O)=C2N)sc2c1CCCC2 (stereo unspecified)
→ ., 4
> O=c1[nH]c(SCc2nc3ccccc3c(=O)n2-c2ccccc2C(F)(F)F)nc2ccccc12
→ ., 3
> CSc1ccc(Cl)c(C(=O)OCC(=O)NC2CC2)c1
→ ., -5
> Cc1nc(SCC(=O)c2ccc(Cl)s2)c2oc3ccccc3c2n1
→ ., 0
> Cc1ccc(C(=O)N2CC(=O)Nc3ccccc32)o1
→ ., 3
> O=S(=O)(CCc1ccccc1)N1CCOCC1
→ ., 4
> CC1CCN(S(=O)(=O)c2cccc(C(=O)N(C)C3CCS(=O)(=O)C3)c2)CC1 (stereo unspecified)
→ ., 1
> O=C(NCC1CCCO1)c1c(O)c2cccc3c2n(c1=O)CCC3 (stereo unspecified)
→ ., -2
> COCCN(C(=O)c1csnn1)C(C(=O)NC(C)(C)C)c1cccc(OC)c1 (stereo unspecified)
→ ., -2
> CC1CC(C)CN(S(=O)(=O)c2ccc(NC(=S)NC(=O)c3ccccc3)cc2)C1 (stereo unspecified)
→ ., -2
> COc1ccc(OC)c(NC(=O)CNC(=O)c2cccs2)c1
→ ., -3
> COc1cccc(-n2nnc3c(=O)n(Cc4ccc(C)cc4)cnc32)c1
→ ., -3
> COC(=O)c1ccc(C(=O)OC)c(NC(=S)N2CCN(c3ccccc3F)CC2)c1
→ ., -1
> CCCCC(=O)NCCc1cc2c(OC)ccc(OC)c2[nH]c1=O
→ ., 0
> CC(C)(C)c1ccc(C(=O)NC(=S)NCc2cccnc2)cc1
→ ., 1
> O=c1c(-c2nnc(SCc3ccc(Cl)cc3)o2)cccn1Cc1ccccc1
→ ., -2
> Cc1ccc(-n2c(C)cc(/C=C(\C#N)C(=O)NCC3CCCO3)c2C)cc1 (stereo unspecified)
→ ., 5
